Screening data deposited in PubChem BioAssay by several laboratories.
PriA SSB inh: inhibitors of Klebsiella pneumoniae PriA binding to SSB C-terminal tail, primary screen, biochemical, AlphaScreen; AID 1272365, 2023; 430,000 tested, 0.6% active; PriA–SSB C-terminal tail interaction (Klebsiella pneumoniae); inhibition, % at 33 µM; AlphaScreen SSBct-PriA binding, biotinylated peptide; in the data active = inhibition mostly above about 37%, no sharp cut-off; inactive = mostly below about 20%;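 also: plate controls were negative control peptide for no effect and reference peptide for full effect; strong numbers were not always called active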
Vc quorum ag: inducers of Vibrio cholerae quorum light production without autoinducers, primary screen, BH1578 luxS cqsA deficient, single point; V. cholerae BH1578 lux reporter, luminescence, 6 h; 350,000 tested, 0.16% active; activation, % at 18.7 µM; in the data active = activation mostly above about 9.7%, no sharp cut-off; inconclusive = no clear call, values can overlap the other calls; inactive = mostly below about 3.7%; also: not every result past the cut was called active; inactives centre near 0; reference of the scale not given here
PrPC TRFRET: inhibitors of human cell surface prion protein PrPC, primary screen, cell-based, TR-FRET; Major prion protein (Homo sapiens), P04156; TR-FRET read-out; inhibition, % at 13.8 µM; 370,000 tested, 0.43% active; AID 720596, 2013; in the data active = inhibition above about 24%; also: 0% = median of the test wells and 100% = reference compound wells
Anthrax LF inh2: Bacillus anthracis LF protease inhibitors, primary screen, biochemical, multiplex microsphere, MLPCN library | Lethal factor (Bacillus anthracis), P15917 | multiplex microsphere protease cleavage assay | inhibition, % at 10 µM | 360,000 tested, 0.12% active | AID 588501, 2011; also: plate controls were buffer without enzyme for full effect and enzyme alone for no effect
Target sequence (P15917 whole entry, looked up): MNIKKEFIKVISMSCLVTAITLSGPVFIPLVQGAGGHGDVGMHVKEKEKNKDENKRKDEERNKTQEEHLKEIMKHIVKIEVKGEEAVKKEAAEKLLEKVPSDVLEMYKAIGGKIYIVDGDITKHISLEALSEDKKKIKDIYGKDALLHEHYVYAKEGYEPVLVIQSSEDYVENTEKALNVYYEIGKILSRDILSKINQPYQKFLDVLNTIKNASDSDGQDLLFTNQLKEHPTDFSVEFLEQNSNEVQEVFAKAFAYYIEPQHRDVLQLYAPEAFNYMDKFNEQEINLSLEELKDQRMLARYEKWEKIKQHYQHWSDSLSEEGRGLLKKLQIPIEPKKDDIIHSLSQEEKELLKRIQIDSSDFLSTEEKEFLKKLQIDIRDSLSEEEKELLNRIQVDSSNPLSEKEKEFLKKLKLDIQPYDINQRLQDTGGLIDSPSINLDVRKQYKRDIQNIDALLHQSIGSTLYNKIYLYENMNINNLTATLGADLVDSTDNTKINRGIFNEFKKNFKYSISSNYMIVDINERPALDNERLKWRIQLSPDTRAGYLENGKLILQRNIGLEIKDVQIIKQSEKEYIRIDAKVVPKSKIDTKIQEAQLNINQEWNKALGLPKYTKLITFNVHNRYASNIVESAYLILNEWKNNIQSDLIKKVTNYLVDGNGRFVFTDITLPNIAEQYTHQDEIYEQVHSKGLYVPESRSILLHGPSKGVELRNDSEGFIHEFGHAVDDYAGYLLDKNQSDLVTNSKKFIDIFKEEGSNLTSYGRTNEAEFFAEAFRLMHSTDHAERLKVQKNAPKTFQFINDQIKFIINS
Y pestis TopoI: Yersinia pestis topoisomerase I inhibitors, primary screen, biochemical, cleavage product accumulation, plate reader, single point; Y. pestis Topo-I cleavage product accumulation; activity, % at 10 µM; 360,000 tested, 0.064% active; in the data active = activity above about 50%, passing the limit was not always enough; inconclusive = no clear call, values can overlap the other calls; also: inactives centre near 2
PfHsp40 rescue: rescue of yeast from PfHsp40 toxicity, primary screen, S. cerevisiae, ATP luminescence; 340,000 tested, 0.68% active; S. cerevisiae expressing PfHsp40, growth rescue; growth rescue, % at 12.5 µM; in the data active = growth rescue above about 28%, passing the limit was not always enough; inconclusive = no clear call, values can overlap the other calls;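 also: yeast W303a lacking pdr1 and pdr3 grown in galactose medium; growth measured after three days at 30 °C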
TcdB inh: TcdB glycohydrolase inhibitors, primary screen, biochemical, single point, plate reader; TcdB glycohydrolase enzymatic assay; inhibition, % at 9.99 µM; 350,000 tested, 0.24% active; AID 652162, 2013; in the data active = inhibition above about 10%
3CLpro inhibitor: SARS-CoV 3CLpro protease inhibitors, primary screen, biochemical, quenched FRET; Replicase polyprotein 1ab (Severe acute respiratory syndrome coronavirus), P0C6X7; recombinant SARS-CoV 3CLpro, quenched FRET peptide cleavage; inhibition, % at 6 µM; 290,000 tested, 0.14% active; AID 1706, 2009; in the data active = inhibition above about 12%
BoNT-A LC inh2: BoNT/A light chain protease inhibitors, primary screen, biochemical, flow cytometry, MLPCN library; Botulinum neurotoxin type A light chain protease (Clostridium botulinum A str. ATCC 3502); multiplex microsphere protease substrate cleavage; inhibition, % at 10 µM; 360,000 tested, 0.17% active; also: plate controls were buffer without enzyme for full effect and enzyme alone for no effect
* marks the source's active call; other numbers are inactive results; i = inactive; ? = inconclusive; . = no result given. Rule as the data show it, unless noted: active = inhibition above about 30%; inconclusive = no clear call, values can overlap the other calls; inactive = below that. The list is partial; the hit share may differ from the screen's.

SMILES	PriA SSB inh	Vc quorum ag	PrPC TRFRET	Anthrax LF inh2	Y pestis TopoI	PfHsp40 rescue	TcdB inh	3CLpro inhibitor	BoNT-A LC inh2
CC(=O)c1cccc(NC(=O)C(C)OC(=O)CNC(=O)c2ccc(C)s2)c1 (stereo unspecified)	-8	-0.6	-2	-1	9	-0.6	1.7	2	-0.3
O=S(=O)(c1ccc(SCc2cccc(Cl)c2)nc1)N1CCCC1	-21	i	6	-4	41	0.9	1.1	.	-3.0
COc1ccccc1N(CC(=O)NC1CCCC1)C(=O)CNC(=O)c1cccs1	-5	-0.3	0	-6	-3	-0.8	1.1	0	0.2
O=C(Nc1ccc(Br)cc1F)c1nc[nH]c1C(=O)N1CCc2ccccc2C1	.	-0.5	-1	-5	3	.	0.0	.	-0.1
CCN(C(=O)COC(=O)CCS(=O)(=O)c1ccc(C)cc1)C1CCS(=O)(=O)C1 (stereo unspecified)	-5	-1.7	-5	1	1	0.1	0.2	1	5.1
CN(C(=O)c1ccncc1)C1CCS(=O)(=O)C1 (stereo unspecified)	3	-6.7	3	-7	2	0.0	0.0	-3	-3.3
COc1ccc(CCNS(=O)(=O)c2cccc([N+](=O)[O-])c2)cc1	1	0.7	-1	-4	-4	0.2	1.8	3	-4.0
CCC(O)CNC(=O)CCc1nnc(C2(c3ccc(Cl)cc3)CCC2)o1 (stereo unspecified)	-4	-0.6	0	-3	0	-1.9	1.3	-1	0.2
Cc1cc(Br)c2c(c1)C(O)(N1CCCCC1C)C(=O)N2 (stereo unspecified)	-9	i	-2	-1	10	-0.3	1.5	-1	-0.4
COc1c(C)cccc1C(=O)NC(=S)Nc1ccccc1N1CCCC1	16	-0.3	-1	-4	9	-0.1	-0.7	3	-3.0
COc1ccc(/C=C/C(=O)NCCCc2ccccc2)cc1	-12	-0.2	8	1	-1	-0.9	.	2	-0.9
Cc1cccc(CN2C(=O)[C@@H]3Cc4c([nH]c5ccccc45)C(C)(C)N3C2=O)c1	13	11	5	1	-6	18	0.5	.	0.4
COC(=O)c1ccccc1S(=O)(=O)N1CCC(C(=O)NCc2ccccn2)CC1	.	-0.8	-3	-2	-6	.	1.3	.	-0.5
O=C(N/N=C/c1ccncc1)c1ccc(COc2cccc3cccnc23)cc1	.	-0.4	-7	-7	20	2.2	0.7	0	-0.1
Cn1ncc2c(N3CCC(Cc4ccccc4)CC3)ncnc21	-6	-0.2	17	-1	34	1.9	1.1	7	-0.4
COc1ccccc1Cc1c(-c2cccc(Cl)c2)nc2c(C)cc(Br)cn12	.	.	-3	-6	.	.	-0.1	.	-0.1
CN(C)C(=O)Oc1ccc(OC(=O)c2ccccc2)cc1	-12	i	-4	-2	-6	-0.4	.	-1	-0.7
COc1ccc2nc3c(nc2c1)CCCC3	-15	-10	-12	0	10	-0.4	1.1	3	1.1
N=c1sccn1CC(=O)NC(c1ccccc1)c1ccccc1	-17	-0.2	-7	1	-6	0.0	-1.3	2	0.9
CC(=O)c1c(C)[nH]c2ccccc2c1=O	-3	0.1	2	-3	-5	0.0	1.3	1	1.2
CCc1nnc(NC(=O)C2CSC3(C)CCC(=O)N23)s1 (stereo unspecified)	0	i	0	2	-6	-0.7	-0.1	.	-0.2
CCCC12CN3CC(C)(CN(C1)C3c1ccc(OC(C)C)cc1)C2=O (stereo unspecified)	-21	-0.4	-2	.	6	-1.1	.	-1	.
CCOC(=O)c1cc(OC(=O)c2ccccc2)n(-c2ccccc2)n1	-12	-0.2	0	0	4	112*	.	-2	-1.4
Cc1ccsc1/C=C1\SC(=S)N(CC2CCCO2)C1=O (stereo unspecified)	20	-1.1	1	32*	14	0.9	0.8	-4	35*
COc1ccc(Br)cc1C(=O)Nc1ccc(NC(=O)c2ccco2)cc1	-19	-1.4	16	7	11	-0.2	.	3	0.8
COc1ccc(-c2[nH]ncc2CN2CCCOc3c(cccc3OC)C2)c(OC)c1	4	-0.4	-7	-1	0	-0.1	-0.8	-3	0.0
COc1ccccc1NC(=S)N(Cc1ccco1)Cc1cc2cc(C)ccc2[nH]c1=O	-6	-0.1	3	-1	3	0.0	.	1	-0.8
C/C(=N\NC(=O)c1nnn(-c2nonc2N)c1-c1ccc2c(c1)OCO2)c1cccs1	.	-0.6	-5	-1	15	-0.6	1.3	8	-0.5
CN(C)c1ccc(C=C2C(=O)NC(=O)NC2=O)cc1	-6	-1.0	9	-4	6	0.3	0.9	.	0.2
CN(C)C(=O)CCC(=O)N1CCCCC1C(=O)Nc1ccc(Oc2ccccc2F)cc1 (stereo unspecified)	-4	-0.7	-4	.	12	141*	1.5	-4	.
CCOc1ccc(C(C#N)N2CCOCC2)cc1OC (stereo unspecified)	-20	i	1	5	-5	-0.3	.	1	0.7
C[C@H]1CCCCO[C@H](CN(C)Cc2ccc(C(=O)O)cc2)[C@@H](C)CN([C@@H](C)CO)C(=O)c2cc(NS(=O)(=O)c3cn(C)cn3)ccc2O1	.	i	-3	2	6	.	0.5	.	-0.2
COc1ccc(CN(C)CC(=O)NC(=O)NCc2ccccc2)cc1OC	-2	i	-3	-1	0	1.2	1.0	3	-0.2
Cn1ccnc1C(=O)c1cc(=O)c2ccccc2o1	12	-0.5	-2	-5	-6	0.1	-0.4	-1	0.4
Cc1cc(C)c2c(c1)cc(C)c1nnc(SCC(=O)Nc3ccc(S(=O)(=O)N4CCCCC4)cc3)n12	-12	i	-3	0	21	2.7	.	6	-0.2
O=C1NC(=S)S/C1=C1\Sc2ccccc2N1CCCS(=O)(=O)O	-16	i	-7	2	-2	0.9	.	0	-0.7
COc1cccc(NC(=O)COC(=O)c2ccc(F)cc2F)c1	2	-0.2	0	0	-9	0.2	.	1	0.9
Cc1oc2c(C)c(O)ccc2c(=O)c1N1C(=O)c2ccccc2C1=O	-9	2.6	3	2	-6	-1.8	.	-1	-0.7
CCCCOc1ccc(N2C(=O)CC(N(CCc3ccccc3)C(=O)/C=C/C(=O)O)C2=O)cc1 (stereo unspecified)	-5	-0.4	-1	0	6	-0.1	.	5	-0.6
Cc1c(C(=O)Nc2ccccc2)cc(-c2ccccc2)n1CCCN1CCOCC1	5	i	-6	-4	24	.	2.2	8	-0.1
NS(=O)(=O)c1ccc(CCNC(=O)c2cc3ccccc3oc2=O)cc1	-6	0.0	1	-10	-1	-0.4	0.2	-2	0.3
O=C(Nc1ccc2c(c1)OCCO2)C1CC(c2ccccc2Cl)=NO1 (stereo unspecified)	-17	-1.9	4	-10	-2	0.0	1.5	-7	-1.2
C=Cc1ccc2c(c1)N(C)C(=C)S2	-11	-0.5	6	1	-2	0.4	-0.1	-1	0.0
O=C(NCCCN1CCOCC1)c1cc(-c2ccc(O)cc2)on1	-7	i	-5	-2	-1	1.0	2.5	-4	1.1
COc1cc(C(=O)N2CCC(n3cnc4cc(F)ccc43)CC2)cc(OC)c1OC	8	7.2	-2	-4	-1	-0.1	.	4	1.1
Cc1cc(F)ccc1NC(=S)NCCc1ccccc1	-4	i	-1	-1	6	1.0	0.3	1	1.1
CCOC(=O)C1CCCN(CC(O)COC(c2ccccc2)c2ccccc2)C1 (stereo unspecified)	-4	-0.2	-5	2	25	0.5	-13	4	1.1
CCCCC1(CCCC)NC(=S)N(Nc2ccc(C)cc2)C1=O	-6	-0.5	0	-5	9	-0.2	.	1	-0.5
Cc1ccc(C(=O)Nc2nnc(NC(=S)Nc3ccccc3)s2)cc1	-5	-0.4	12	-4	8	0.8	-0.4	6	-0.7
Oc1ccc(N2CCN(C(=S)NCCc3ccccc3)CC2)cc1	19	i	16	-7	13	4.7	.	1	0.7
COc1ccc(-c2noc(CCC(=O)NCC3CCCO3)n2)cc1 (stereo unspecified)	-4	0.7	-21	-11	9	-0.7	1.3	3	?
CN(Cc1cccs1)S(=O)(=O)c1ccc(Cl)cc1F	-49	i	-4	-3	8	3.8	-0.5	.	2.1
CC(C)(C)n1ncc2c(=O)n(CC(=O)c3ccccc3)cnc21	-24	i	10	-2	1	0.2	.	2	-0.2
CCCN(CCC)S(=O)(=O)c1ccc(C(=O)Nc2nc(-c3ccccc3)c(C(=O)OCC)s2)cc1	-13	i	0	-1	2	-0.7	.	4	0.7
O=c1[nH]c2cc3c(cc2cc1C(c1nnnn1C1CCCC1)N1CCCc2ccccc21)OCCO3 (stereo unspecified)	0	i	-1	-4	4	-0.1	.	.	1.6
CCCn1c(SCC(N)=O)nnc1-c1ccco1	-10	-0.3	4	-1	6	-1.2	.	-5	0.7
O=C1NC(=O)/C(=C\c2ccc(OCc3cnc(Cl)s3)cc2)S1	-5	-0.3	-11	-3	1	0.6	1.8	4	-1.2
CC(C)Oc1ccc(CNC(=O)Cn2c(=O)oc3ccccc32)cc1	-9	.	1	-5	7	0.3	1.1	-2	-0.6
COc1ccc(Br)cc1/C=C/C(=O)NC(=S)Nc1ccc(Cl)c(C(=O)O)c1	1	-0.1	-1	-3	11	0.7	1.9	1	-1.5
COc1ccccc1NC(=O)c1ccc(Cl)c(S(=O)(=O)N2CCCCC2)c1	-17	-0.5	11	1	28	0.8	-1.0	-1	-2.2

Later entries:
SMILES	PriA SSB inh	Vc quorum ag	PrPC TRFRET	Anthrax LF inh2	Y pestis TopoI	PfHsp40 rescue	TcdB inh	3CLpro inhibitor	BoNT-A LC inh2
COC(=O)c1[nH]c2cc(C)ccc2c1NC(=O)CN1CCOCC1	-5	0.0	-9	-3	1	-0.6	8.0	5	-0.7
COC(=O)c1ccc(NC(=O)CSc2nnc(C(C)NC(=O)c3ccccc3Cl)n2C)cc1 (stereo unspecified)	-25	-0.6	-10	-2	-1	-1.7	.	-6	0.5
Cc1ccc(S(=O)(=O)CCC(=O)NC2CCCC2)cc1	-23	i	1	-4	0	-2.5	0.9	-7	3.1
COc1ccc(-c2nnc(SCc3cc(C)cc(C)c3)o2)cc1	-10	i	2	-4	2	1.4	.	1	1.4
Cc1ccc2nc(N(CCCN(C)C)C(=O)c3ccco3)sc2c1	-8	-0.9	1	-5	-4	0.5	1.7	-6	0.5
O=C(NN1CCOCC1)c1ccccc1NS(=O)(=O)c1ccc(F)cc1F	3	i	2	-1	7	-2.3	0.9	.	-0.6
O=C(CCS(=O)(=O)c1ccccc1)Nc1nc(-c2ccc(F)cc2)cs1	-6	0.3	-4	-8	3	-0.1	0.4	-2	-1.1
Cc1ccccc1C(=O)N1CCC(C(=O)OCc2nc(N)nc(Nc3ccccc3)n2)CC1	-15	-4.2	5	-3	-2	0.1	2.3	.	0.0
CCOC(=O)C1(Cc2ccccc2Cl)CCN(C(=O)CCn2ccnc2C)CC1	3	-0.6	-1	0	-13	-0.5	1.8	0	0.2
Cc1ccc(C(=O)NCC(=O)N2CCC3(CC2)NCCc2[nH]cnc23)cc1C	3	-0.2	8	0	0	0.6	0.2	0	1.1
